High-throughput results from PubChem.
Chronic BCR inh = qHTS Assay to Find Inhibitors of Chronic Active B-Cell Receptor Signaling | Potency, µM (top dose mostly 46.1 µM), inactives show top-dose ratio change, negative = lower green/red ratio, most hits filed as inhibitors | 340,000 compounds, 0.05% hits | ABC-DLBCL IkBa-CBG/CBR reporter, luminescence ratio, 4 h | AID 493014, 2011; active = well fitted inhibition curve with a large enough effect in the signal ratio, with a control signal flat, not every such curve was filed as active; inconclusive = small, poorly fitted or top-dose-only effect, or effect the other way, or a change in a side signal; the % refers to the signal ratio;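 also: plate controls were basal doxycycline-induced cells for no effect and cells given 10 µM MG132 for full effect; MG132 reads +100%, hits lower the ratio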
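Compounds up to 46 uM were incubated four hours with TMD8 cells whose green CBG68 luciferase is fused to IkappaBalpha; red CBR luminescence normalised the signal, and concentration-effect curves were fitted to fusion, red and ratio data.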
* = called active by the depositor; ? = inconclusive. Potency is read from the fitted curve at half-maximal effect. An excerpt; count on the stated rates, not on these rows.

| smiles | Chronic BCR inh |
| --- | --- |
| CCOC(=O)N1CCc2c(sc(NCc3ccc(N(C)C)cc3)c2C(=O)Nc2ccc(OC)cc2)C1 | -2.5% |
| Cc1ccc(NC(=O)c2cc(S(=O)(=O)N3CCc4ccccc43)ccc2F)cc1Cl | ? |
| COc1ccc(CCC(=O)NC2CC(=O)N(c3ccc(C)cc3)C2)cc1 (stereo not given) | -0.9% |
| Cc1cccn2c(=O)c(C(=O)N3CCN(c4ccccc4F)CC3)cnc12 | -7.5% |
| COc1ccc(-c2cc(C(C)=O)c(C)n2CCC(=O)NCc2ccc(F)cc2)cc1 | ? |
| CCC(C)NC(=O)C(=O)Nc1c2c(nn1-c1ccccc1)CS(=O)(=O)C2 (stereo not given) | ? |
| Cc1ccc(C(=O)Nc2cc3c(cc2C)n(C)c(=O)c(=O)n3C)cc1 | ? |
| Cc1ccccc1CN1C(=O)c2ccccc2Sc2ccc(C(=O)N3CCOCC3)cc21 | 2.4% |
| COc1ccc(CNC(=O)c2cc(=O)[nH]c3ccc(S(=O)(=O)N4CCCC4)cc23)c(OC)c1 | 0.3% |
| O=C(NC1CCCCC1)c1cc(Nc2ccccc2)nc2ccccc12 | 2.8% |
| CCOc1ccc(-c2cc(C(=O)N3CCN(c4cc(Cl)ccc4C)CC3)c3ccccc3n2)cc1 | -6.5% |
| O=C(COc1ccccc1)NCc1ccc2c(c1)CCN2C(=O)c1ccccc1 | -16.1% |
| Cc1ccc(CCNC(=O)CCn2nc(-c3ccc(Cl)cc3)ccc2=O)cc1 | 0.6% |
| CCOc1ccc(-n2cc(-c3ccccc3)c3c(N4CCC(C)CC4)ncnc32)cc1 | ? |
| Cc1cccc(-c2nc3scc(CCNS(=O)(=O)c4c(C)noc4C)n3n2)c1 | ? |
| Cc1cc(C)c(Cn2c(=O)n(-c3ccccc3Cl)c(=O)c3c(C)c(C(=O)N(C)C)sc32)c(C)c1 | -3.6% |
| COC(=O)c1ccc(NC(=O)C(=O)NCC(c2cccnc2)N2CCN(c3ccccc3)CC2)cc1 (stereo not given) | -14.6% |
| CCOc1ccccc1NC(=O)c1c(NCc2sccc2C)sc2c1CCCCC2 | -23.4% |
| Cc1ccc(C)c(CN2C(=O)c3ccccc3Sc3ccc(C(=O)NC4CCCC4)cc32)c1 | -17.2% |
| Cc1ccccc1NS(=O)(=O)c1ccc2[nH]cc(C(=O)NC(C)c3ccccc3)c(=O)c2c1 (stereo not given) | 3.1% |
| CCCC(=O)C1=C(c2ccc(C)c(C)c2)N(C(=O)CCC)n2c(CC)nnc2S1 | 8.2% |
| Cc1ccc(-n2ncc3c(NNC(=O)c4ccccc4C)ncnc32)cc1 | ? |
| Cc1ccc(CCNC(=O)c2ccc(CSCc3ccccc3Cl)o2)cc1 | -0.5% |
| Cc1[nH]c2ccccc2c1C(=O)C(=O)NC1CC(=O)N(c2cccc(F)c2)C1 (stereo not given) | -0.1% |
| O=C(CCc1ccccc1)N(Cc1cccnc1)c1nc2ccc(F)cc2s1 | ? |
| COc1ccc(C2C(C(=O)Nc3ccccc3)=C(C)Nc3nc(SCC(=O)c4ccc(C)cc4)nn32)cc1 (stereo not given) | -15.9% |
| COc1ccc(NC(=O)C2CCN(S(=O)(=O)c3cc(-c4noc(C)n4)ccc3C)CC2)cc1 | 0.5% |
| Cc1ccccc1-c1noc(CSc2nnc(-c3ccncc3)n2-c2ccc(F)cc2)n1 | -3.3% |
| COCCCNC(=O)C1CCN(Cc2cc3ccccc3n2Cc2ccccc2C)CC1 | 0.1% |
| COc1ccc(NC(=O)c2c(NCc3ccc(N(C)C)cc3)sc3c2CCC3)cc1 | 11.8% |
| COc1ccc(OC)c(NC(=O)CSC2=Nc3ccccc3C3=NC(CC(=O)NCc4ccc5c(c4)OCO5)C(=O)N23)c1 (stereo not given) | ? |
| O=C(COc1ccccc1)NCc1ccc2c(c1)CCN2C(=O)c1ccc(Cl)cc1 | 18.1% |
| Cc1cccc(-n2cc(-c3ccccc3)c3c(NC(C)C)ncnc32)c1 | ? |
| Cc1cn(C)c(CC(=O)Nc2cccc(Cl)c2C)c1C(=O)O | 19.7% |
| COc1cccc(CNC(=O)CN2C(=O)N(c3ccc(C)cc3C)S(=O)(=O)c3ccccc32)c1OC | -1.5% |
| CCOC(=O)c1c(NC(=O)c2cc(-c3ccccc3)on2)sc2c1CCCC2 | ? |
| COc1ccc(-c2nc3c4ccccc4n(CC(=O)Nc4cc(F)ccc4F)c(=O)n3n2)cc1 | -23.1% |
| CCCCN(CC)C(=O)CSc1nc2n[nH]c(C)c2c(=N)n1-c1ccc(CC)cc1 | ? |
| CCOc1ccccc1Oc1nc(C)nc2c1oc1ccccc12 | 12.6µM* |
| COc1cccc(N2CC(NC(=O)c3ccc(S(=O)(=O)N4CCCCC4)cc3)CC2=O)c1 (stereo not given) | 1.3% |
| CCCCN(C)CCCNC(=O)C1CCN(S(=O)(=O)CC)CC1 | -3.6% |
| COCCn1c(C)cc(O)c(C(c2ccccc2)N2CCN(c3ccc(F)cc3)CC2)c1=O (stereo not given) | -4.8% |
| O=C(NCC(c1ccco1)S(=O)(=O)c1cccs1)c1ccccc1F (stereo not given) | 2.0% |
| Cc1ccc(NC(=O)c2sc3ncn(Cc4cccc(F)c4)c(=O)c3c2C)c(Br)c1 | ? |
| O=C(CCOc1ccccc1)N(Cc1cccnc1)c1nc2c(F)cccc2s1 | 6.9% |
| Cc1ccc(NC(=O)CN2C(=O)c3ccccc3Sc3ccc(C(=O)N4CCOCC4)cc32)cc1F | ? |
| CCCN1C(=O)CN(C2CCCCCC2)C(=O)C1c1ccc(OCC)c(OC)c1 (stereo not given) | -8.6% |
| CN1CCc2nc3sc(C(=O)Nc4ccccc4OC(F)(F)F)c(N)c3cc2C1 | ? |
| Fc1ccc(Nc2nc(SCc3cccc(F)c3)nc3ccccc23)cc1 | ? |
| CCOC(=O)c1c(S(=O)(=O)N2CCC(C(=O)NCc3ccccc3Cl)CC2)c(C)n(C)c1C | -1.3% |
| Oc1c(C(c2ccccc2Cl)N2CCCC2)sc2nc(-c3ccco3)nn12 (stereo not given) | 3.3% |
| COc1ccc(-n2c(SCC(=O)Nc3ccc(Cl)c(C)c3)nc3n[nH]c(C)c3c2=N)cc1 | ? |
| O=C(Nc1ccc2c(c1)N(C1CCCC1)C(=O)c1ccccc1S2)c1ccccc1 | ? |
| O=C(Nc1ccc(Br)cc1)c1ccc(Br)c(S(=O)(=O)NCc2ccccc2)c1 | ? |
| COc1cccc2cc(-c3nnc(Nc4c(F)cccc4F)s3)c(=O)oc12 | ? |
| Cc1cccc(N2CCN(C(=O)c3cnc4c(C)cccn4c3=O)CC2C)c1 (stereo not given) | -12.2% |
| COc1cccc(N2CC(NC(=O)COc3ccccc3F)CC2=O)c1 (stereo not given) | -7.3% |
| COc1ccc(-c2nc3sc(CCNC(=O)c4ccco4)c(C)n3n2)cc1 | ? |
| CSc1ccc(CCNC(=O)c2cnc3c(C)cccn3c2=O)cc1 | -9.0% |
| Cc1cc(F)ccc1S(=O)(=O)NCC(c1ccco1)S(=O)(=O)c1cccs1 (stereo not given) | 2.7% |

Some of the entries above, set out differently.
Cc1ccc(C)c(CN2C(=O)c3ccccc3Sc3ccc(C(=O)NC4CCCC4)cc32)c1
  Chronic BCR inh: -17.2%

Cc1ccccc1NS(=O)(=O)c1ccc2[nH]cc(C(=O)NC(C)c3ccccc3)c(=O)c2c1 (stereo not given)
  Chronic BCR inh: 3.1%

CCCC(=O)C1=C(c2ccc(C)c(C)c2)N(C(=O)CCC)n2c(CC)nnc2S1
  Chronic BCR inh: 8.2%

Cc1ccc(-n2ncc3c(NNC(=O)c4ccccc4C)ncnc32)cc1
  Chronic BCR inh: ?

Going on with the list:
| smiles | Chronic BCR inh |
| --- | --- |
| CC(=O)Nc1ccc(NS(=O)(=O)c2cc3c4c(c2)CC(=O)N4CCC3)cc1 | ? |
| O=C1Cc2cc(S(=O)(=O)Nc3ccc(OC(F)(F)F)cc3)cc3c2N1CCC3 | 19.0% |
| Cc1ccc(NC(=O)/C=C\C(=O)N(c2ccc(C(C)C)cc2)C(C(=O)NCc2ccco2)c2ccc(Cl)cc2)cc1 (stereo not given) | -12.3% |
| CC(C)OCCCn1c(SCC(N)=O)nc2c(sc3ccccc32)c1=O | ? |
| CCOC(=O)c1ccc(CN(Cc2ccc(F)cc2)S(=O)(=O)c2ccc(F)cc2)cc1 | 11.8% |
| CCOc1ccc2nc(N3CCN(C(=O)c4ccc(S(=O)(=O)CC)cc4)CC3)sc2c1 | ? |
| Cc1c(C(=O)Nc2ccccc2Cl)oc2ccc(S(=O)(=O)N3CCCCCC3)cc12 | 1.5% |
| O=C(Nc1cccc(C(F)(F)F)c1)c1ccc(F)c(S(=O)(=O)N2CCc3ccccc3C2)c1 | 10.6% |
| CCc1cnc2c(c1SCC(=O)c1ccc(OC)cc1)c(=O)n(C)c(=O)n2C | 0.7% |
| O=C(NCc1ccccc1Cl)C1CCC(CNS(=O)(=O)c2ccc(Cl)cc2)CC1 (stereo not given) | -1.7% |
| COc1ccc(N2CCN(C(=O)C3CCN(S(=O)(=O)c4cccc5nonc45)CC3)CC2)cc1 | -5.8% |
| CCC1Oc2ccc(C)cc2N(CC(=O)NCc2ccc(F)cc2)C1=O (stereo not given) | -4.0% |
| Cc1cccc(N2CCN(S(=O)(=O)c3cc(C(=O)Nc4ccc(Oc5ccccc5)cc4)ccc3F)CC2)c1C | 1.6% |
| COc1ccc(OC)c(NC(=O)c2c(NCc3ccc(OC)c(OC)c3)sc3c2CCC3)c1 | -3.2% |
| COc1ccc(CNC(=O)CN(c2ccccc2OC)S(=O)(=O)c2ccc(C)cc2)cc1 | ? |
| O=C(NCc1ccc(Cl)cc1)C(=O)NCC(c1cccs1)S(=O)(=O)c1ccc(Cl)cc1 (stereo not given) | 5.6% |
| COc1ccc(F)cc1S(=O)(=O)NCCc1csc2nc(-c3cccc(C)c3)nn12 | 20.4% |
| CCOc1ccc(NC(=O)CSC2=Nc3ccccc3C3=NC(CCC(=O)NCc4ccccc4)C(=O)N23)cc1 (stereo not given) | 16.8% |
| Cc1ccc(-n2ncc3c(Nc4ccc(Oc5ccccc5)cc4)ncnc32)cc1 | 11.1% |
| Cc1ccc(-n2ncc3c(Nc4cccc(C)c4)ncnc32)cc1 | ? |
| CC1CCCN(S(=O)(=O)c2ccc3[nH]c(=O)cc(C(=O)NCCc4ccc(Cl)cc4)c3c2)C1 (stereo not given) | -1.5% |
| Cc1cccc(-n2nnc(-c3nc(-c4ccccc4)no3)c2N)c1C | ? |
| COc1cc(Nc2nc(SCC(=O)c3ccc(Br)cc3)nc3ccccc23)cc(OC)c1 | ? |
| CCC(CO)NC(=O)C(=O)Nc1c2c(nn1-c1ccc(F)cc1)CSC2 (stereo not given) | 14.7% |
| CCN(CC)S(=O)(=O)c1ccc2c(c1)N(CC(=O)N1CCN(c3cccc(Cl)c3)CC1)C(=O)CO2 | 20.8% |
| O=C(NCc1ccc(Cl)cc1)c1ccc(CNS(=O)(=O)c2ccc(F)cc2)cc1 | ? |
| COc1ccc(-n2ncc3c(N4CCN(c5cccc(C)c5)C(C)C4)ncnc32)cc1 (stereo not given) | ? |
| COc1ccc(N2CCN(S(=O)(=O)c3c(C)[nH]c(=O)[nH]c3=O)CC2)cc1 | -9.8% |
| Cc1ccc(CCNC(=O)c2ccc3c(c2)N(Cc2cccc(F)c2)C(=O)c2ccccc2S3)cc1 | 13.0% |
| CN(C(=O)CSc1nnc(NC(=O)Nc2ccccc2)s1)c1ccccc1 | 13.4% |
| COc1cccc(CSc2nc3n(n2)C(CC(C)C)C(C(=O)Nc2ccccc2OC)=C(C)N3)c1 (stereo not given) | ? |
| O=C1Nc2cc(Cl)ccc2Oc2cc(Oc3ccccc3)ccc21 | ? |
| Cc1ccc(NC(=O)Nc2nnc(SCC(=O)Nc3ccc(F)cc3F)s2)cc1 | 14.4% |
| O=C(NCCCO)C(=O)Nc1c2c(nn1-c1ccccc1)CSC2 | -10.6% |
| CCOc1ccccc1Nc1sc(C(=O)c2ccccc2)c(N)c1S(=O)(=O)c1ccc(C)cc1 | 1.3% |
| CCOC(=O)c1cc(-c2ccccc2)n(CCC(=O)NC2CCCCC2)c1C | ? |
| Cc1cc(=O)[nH]c2nnc(SCC(N)=O)n12 | -26.4% |
| CC(C)CCNC(=O)C(=O)Nc1c2c(nn1-c1ccc(Cl)cc1)CSC2 | 3.7% |
| Cc1ccc(CCNC(=O)c2ccc(CS(=O)(=O)c3ccc(Cl)cc3)o2)cc1 | 1.4% |
| O=C(CSCc1ccc(F)cc1)N1CCN(c2ccccc2F)CC1 | ? |
| CCN1CCN(c2ncnc3c2cnn3-c2ccc(C)cc2)CC1 | 10.9% |
| COc1ccc(N2CC(NC(=O)Cc3cccs3)CC2=O)cc1 (stereo not given) | ? |
| COc1ccc(C(=O)N2CCN(c3nc4c(OC)cccc4s3)CC2)cc1OC | -6.4% |
| CCOC(=O)c1c(C)[nH]c(C)c1S(=O)(=O)N1CCCC(C(=O)N2CCN(c3ccccc3F)CC2)C1 (stereo not given) | -11.0% |
| COc1ccc(NC(=O)c2c(NCc3cccc(F)c3)sc3c2CCC3)c(OC)c1 | -3.1% |
| Cc1ccc(-n2ncc3c(NCCCn4ccnc4)ncnc32)cc1 | 11.7% |
| O=C(CSc1ccccc1)NCc1ccc2c(c1)CCN2C(=O)c1ccc(Cl)cc1 | 5.3% |
| COc1ccccc1NC(=O)CSC1=Nc2ccccc2C2=NC(CCC(=O)NCc3cccs3)C(=O)N12 (stereo not given) | -4.8% |
| CCOC(=O)CSc1nc2c([nH]c3ccccc32)c(=O)n1-c1ccc(OC)cc1 | -0.6% |
| CCOC(=O)c1ccc(Nc2c(-c3ccc(O)cc3)nc3nc[nH]n23)cc1 | -10.1% |
| CCCCn1c(SCc2ccccc2C#N)nc2c(sc3ccccc32)c1=O | 8.3% |
